Insulin prom inh = inhibitors of insulin promoter-driven GFP, primary screen, imaging, TRM-6 cells (human fetal islet line), eGFP reporter, cell count; reporter expression induced with tamoxifen; inhibition, % at 2 µM; 130,000 compounds, 0.9% hits;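 active = inhibition above the mean plus 3 SD, with well images judged a real hit on visual review, cut at about 60% in these data, passing the limit was not always enough; inconclusive = inhibition over the cutoff but images rejected on review; inactive = inhibition not above the cutoff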
SDO1 yeast rescue = growth rescue of sdo1-depleted yeast, primary screen, S. cerevisiae, bone marrow failure model; S. cerevisiae sdo1-depleted JHY4D growth rescue, OD600 30 h; stronger effect = higher value; pdr5 snq2 efflux-pump mutant strain; z-score at 10 µM; 140,000 compounds, 0.21% hits;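 active = z-score above 3 at both the 24 hr and the 30 hr optical density reads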;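 note: z-score against mean and SD of all compound wells on the same plate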
SDO1 yeast rescue Rescue 24 h = further read-out of SDO1 yeast rescue, marked with its call; z-score; S. cerevisiae sdo1-depleted JHY4D growth rescue, OD600; measured here: growth rescue at 24 h;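 0 is the plate mean of compound wells and units are plate SD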
Starred values were filed as active, the others as inactive; ? = inconclusive; . = not tested or not shown; [ ] = dose if it differs, or a comment.

Fields – SDO1 yeast rescue Rescue 24 h	Insulin prom inh	SDO1 yeast rescue
> CCOC(=O)c1cc(-c2ccccc2)n(CC(=O)Nc2ccc(OCC)cc2)c1C
  0.01	-60	-0.66
> O=C(O)CCc1nc2cccnc2n1Cc1ccccc1
  -0.53	21	-0.25
> COCCn1nnnc1C(c1ccc(OC)cc1)N1CCN(c2ccccc2F)CC1 (stereo unspecified)
  1.4	.	1.1
> CN(C)C(=O)CC12CC3CC(C1)CC(CC(=O)N(C)C)(C3)C2
  .	12	.
> COC(=O)c1ccc(C2Nc3cccc4cccc(c34)N2)cc1
  .	44	.
> Cc1ccc2ncnc(NCCCCCC(=O)O)c2c1
  .	-7	.
> CC(C)CC(c1nnnn1CC1CCCO1)N1CCN(c2nc3ccccc3s2)CC1 (stereo unspecified)
  -0.38	.	-1.6
> COc1cccc([C@H](O)Cn2cc(-c3ccc(CON=C(C)C)cc3)nn2)c1
  2.9	27	2.1
> COc1ccccc1-n1c(=S)[nH]c2c(sc(=S)n2-c2ccccc2C)c1=O
  .	39	.
> CCOC(=O)c1[nH]c2cc(OC)c(OC)cc2c1NC(=O)CN(C)C1CCCCC1
  -0.94	12	-0.65
> COC(=O)C1C(c2ccccc2)C(C(=O)O)C1c1ccccc1 (stereo unspecified)
  .	10	.
> CC1CN(C(=O)C2CCCCC2)C(C)CN1C(=O)C1CCCCC1 (stereo unspecified)
  -0.04	26	-0.07
> COc1ccccc1OC(=O)c1cc(Cl)nc2ccccc12
  0.55	.	0.35
> O=C(CSc1n[nH]c(-c2ccncc2)n1)NC1CCS(=O)(=O)C1 (stereo unspecified)
  1.9	.	2.1
> CCc1nnc(NC(=O)CSc2nnc(-c3ccc(S(=O)(=O)N(CC)CC)cc3)n2CC)s1
  -0.34	.	-0.12
> CCOC(=O)C(NC(=O)CC)(Nc1ccccc1)C(F)(F)F (stereo unspecified)
  0.25	-86	0.86
> CN(C)C(/C=C/Nc1ccc(F)cc1)=C(C#N)C#N
  -0.24	.	0.22
> Cc1ccc(C(=O)Nc2nc(=O)n(C(=O)CC(C)C)s2)cc1
  0.85	.	0.5
> FC(F)(F)c1nc2ccccc2nc1N/N=C/c1c(Cl)cccc1Cl
  0.91	-11	-0.78
> O=c1cc(N2CCN(Cc3ccccc3)CC2)[nH]c(=O)n1Cc1ccc(F)cc1
  1.3	-3	0.93

Next compounds
Fields – SDO1 yeast rescue Rescue 24 h	Insulin prom inh	SDO1 yeast rescue
> CN(c1ccccc1)S(=O)(=O)c1ccc(NC(=O)c2ccccc2)cc1
  0.45	-27	-0.8
> COc1ccc(CCNC(=O)c2nc3ncccn3n2)cc1OC
  2	41	0.98
> CCCn1c(N)c(Sc2ccccc2)c(=O)n(CCC)c1=O
  0.44	24	0.11
> COc1ccc(N2C(=O)CSC2c2ccncc2)cc1 (stereo unspecified)
  0.34	0	-0.04
> CCOC(=O)C1C(C(=O)NN)C1C(=O)Nc1ccccc1 (stereo unspecified)
  .	36	.
> CC(=O)Nc1ccc(NC(=O)C2CCCN(c3nnc(-n4cccc4)s3)C2)cc1 (stereo unspecified)
  -0.84	.	-0.38
> CCCCOc1cccc(C(=O)NNC(=S)NC2CCCCC2)c1
  0.11	.	-0.24
> O=C(CSc1nnc(-c2ccncc2)n1-c1ccc(Cl)cc1)NCc1cccs1
  2.9	8	2.2
> Clc1ccccc1OCCCCn1ccnc1
  -0.14	32	0.26
> Cc1ccc(S(=O)(=O)N2CCCCC2C(=O)O)s1 (stereo unspecified)
  .	45	.
> COc1ccc(-n2c(SCCC#N)nnc2-c2cc(Cl)ccc2OC)cc1Cl
  -1.4	.	-1.4[9 µM]
> Fc1ccc(OCc2nn3c(Cn4nnc5ccccc54)nnc3s2)cc1
  -0.04	.	-0.59
> CC(=O)NC1Sc2ccccc2N=C1c1ccccc1 (stereo unspecified)
  -1.1	.	-1.5
> Cc1cc(C)nc(SCCC(=O)Nc2ccccc2C)n1
  -0.54	.	-0.55
> Cc1cccc(NC(=S)NCc2ccccn2)c1
  0.03	29	0.71
> CCCSc1nc(C)c(CC(=O)OCC)c(=O)[nH]1
  0.15	.	0.54
> Cc1cc(C)c(C)c(N=Nc2nc3ccccc3n2C)c1C
  -0.23	0	-1.2
> Cc1ccc(S(=O)(=O)N(C)C)cc1NC(=O)COC(=O)CCC(=O)c1cccs1
  .	11	.
> Cc1noc(NS(=O)(=O)c2ccc(NC(=O)c3cnc4scc(C)n4c3=O)cc2)c1C
  -1.1	.	-0.57
> O=[N+]([O-])c1cccc(/C=N/Nc2nnc(-c3ccccc3)c(-c3ccccc3)n2)c1
  0.57	.	0.04

The list goes on.
Fields – SDO1 yeast rescue Rescue 24 h	Insulin prom inh	SDO1 yeast rescue
> O=C(NCC(=O)N(Cc1ccco1)C(C(=O)NC1CCCC1)c1cccnc1)c1cccs1 (stereo unspecified)
  1.3	-33	1.1
> Cc1c(C#N)c(=O)oc2ccc3ccccc3c12
  -0.54	-25	-0.11
> C=CCn1c(SCC(=O)N2CCOCC2)nc(O)cc1=O
  0.34	5	1.8
> Brc1ccc(-c2csc(N3CCC(c4ccccc4)C3)n2)cc1 (stereo unspecified)
  -0.69	-2	-0.05
> O=C(NCc1ccc(Cl)cc1)C(=O)NCC(c1cccnc1)N1CCN(c2ccc(F)cc2)CC1 (stereo unspecified)
  .	-165	.
> CCOCCCNC(=O)c1cc(Sc2ccc(F)cc2)nc2ccccc12
  -0.79	-69	-1.1
> CCOc1ccccc1CNC(=O)c1cc2oc3ccccc3c2n1C
  -0.91	16	-1.5
> CCOC(=O)c1ccc(NC(=O)CSc2nccn2C)cc1
  -0.64	29	-0.17
> CCOc1ccc(NC(=O)CC2C(=O)N(C)C(=S)N2Cc2ccc3c(c2)OCO3)cc1 (stereo unspecified)
  -0.3	.	-0.05
> OC(CN1CCOCC1)CN(c1ccccc1)c1ccccc1 (stereo unspecified)
  -0.56	.	-0.01
> CCOC(=O)C1CCCN(C(=O)c2ccc3c(c2)N(Cc2ccccc2)C(=O)c2ccccc2S3=O)C1 (stereo unspecified)
  .	-47	.
> Cc1ccc(-c2csc3nc[nH]c(=S)c23)cc1C
  -1.8	.	-2.1
> O=C1C(=O)c2c(C(=O)c3ccccc3)coc2-c2ccccc21
  -2.5	19	-2.9
> Cc1ccc(S(=O)(=O)NC(C(=O)Oc2ccc3c(C)c(Cl)c(=O)oc3c2)c2ccccc2)cc1 (stereo unspecified)
  -1.3	14	-0.14
> CCc1ccc(OCc2nnc(SCC(=O)NCc3ccco3)o2)cc1
  0.5	-83	0.23
> COCCNC(=O)CN1CCC(NC(=O)Nc2ccc(C(F)(F)F)cc2)CC1
  1.1	-27	0.99
> CCN1CCN(C(=O)c2nn(-c3ccc(OC)cc3)c(=O)c3c2c2ccccc2n3C)CC1
  0.17	22	0.69
> CC(C)NC(=O)C(Sc1ccccc1)c1ccccc1 (stereo unspecified)
  -0.04	-24	0.12
> Cc1nn(-c2ccccc2)c(C)c1NC(=O)c1ccc(S(=O)(=O)N2CCCC2)cc1
  0.9	.	0.6
> C/C(=C\C#N)n1nc(C)cc1N
  -0.38	.	-0.3

New compounds follow:
Fields – SDO1 yeast rescue Rescue 24 h	Insulin prom inh	SDO1 yeast rescue
> CCOc1ccc(C2C(C#N)=C(N)SC(N)=C2C#N)cc1OCC
  0.7	.	0.46
> O=C(COC(=O)Cc1ccsc1)Nc1ccccc1
  .	?	.
> COC(=O)Cc1ccc(NC(=S)NCc2ccccc2OC)cc1
  .	-71	.
> Cc1noc(C)c1S(=O)(=O)NC1CCN(Cc2ccccc2)CC1
  0.41	.	0.89
> Cc1ccc(NC(=O)COC(=O)[C@H](C)N2C(=O)C3CC=CCC3C2=O)cc1S(=O)(=O)N(C)C (stereo partly specified)
  .	-17	.
> CC(CCc1ccccc1)NC(=O)c1cccc([N+](=O)[O-])c1 (stereo unspecified)
  -0.41	.	-0.24
> O=S(=O)(Nc1ccc2c3c(cccc13)CC2)c1ccc(F)cc1
  -1.4	-39	-2.1
> Cc1ccc2[nH]c(=O)c(COC(=O)c3cccs3)cc2c1
  0.37	.	-0.05
> O=C(CSc1ccc(Cl)cc1)Nc1nnc(-c2cccc([N+](=O)[O-])c2)s1
  0.94	-30	-0.69
> CCOc1ccccc1NC(=O)NS(=O)(=O)c1ccc(C)cc1
  0.6	-21	1.1
> CSc1ccc(/C=C(/NC(=O)c2ccc(C)cc2)C(=O)Nc2cccc(C)c2)cc1
  0.87	27	0.48
> CC(C)n1c2ccccc2c2nnc(SCC(=O)Nc3ccccc3C(=O)O)nc21
  .	-5	.
> O=C(Cc1ccccc1F)c1ccc(O)cc1O
  .	-18	.
> COc1ccc(N2CCN(C(=O)CSc3ccc([N+](=O)[O-])cc3)CC2)cc1
  .	-15	.
> O=C(c1ccc(S(=O)(=O)N2CCCCC2)cc1)N1CCN(Cc2ccc3c(c2)OCO3)CC1
  1.9	.	1.3
> CCOC(=O)c1c(-c2ccc(OC)cc2)csc1/N=C/N(C)C
  -0.17	23	0.2
> CC(C)N(C(=O)Cn1c(SCC(=O)NCc2ccc3c(c2)OCO3)nc2ccccc21)C(C)C
  -1.4	-160	-0.56
> Cc1ccnc(NC(=S)NC(=O)c2cncc(Br)c2)c1
  -0.08	22	-0.97
> Cc1cc(OCC(F)(F)C(F)(F)C(F)(F)C(F)F)nc(N)n1
  -0.4	-43	-0.57
> Oc1ccccc1C1=Nc2ccccc2N=C(c2cccs2)C1
  -1.6	-16	-1.8

For reference, part of the list above.
Fields – SDO1 yeast rescue Rescue 24 h	Insulin prom inh	SDO1 yeast rescue
> CCOc1ccc(C2C(C#N)=C(N)SC(N)=C2C#N)cc1OCC
  0.7	.	0.46
> O=C(COC(=O)Cc1ccsc1)Nc1ccccc1
  .	?	.
> COC(=O)Cc1ccc(NC(=S)NCc2ccccc2OC)cc1
  .	-71	.

The listing continues.
Fields – SDO1 yeast rescue Rescue 24 h	Insulin prom inh	SDO1 yeast rescue
> COCCN1Cc2cccc(C(=O)Nc3cc(OC)ccc3OC)c2C1=O
  -0.16	-4	0.29
> C/C(CCc1ccccc1)=N\NC(=O)c1ccccc1
  0.79	40	1.8
> O=C(Cn1c(C(F)(F)F)nc2ccccc21)NCCN1CCCC1
  -0.57	46	0.18
> Fc1ccc(NCc2nnc(SCc3nnc(-c4ccccc4)o3)n2Cc2ccccc2)cc1
  -0.22	-39	-1.1
> Cc1cc(C)c(S(=O)(=O)c2ccccc2)c(OC(=O)c2cc(F)c(F)cc2Cl)n1
  0.02	9	0.19
> COCc1[nH]nc2c1C(c1cccc(OC)c1)C(C#N)=C(N)O2 (stereo unspecified)
  0.69	.	2
> CCOC(=O)C1=C(C)NC(=S)NC1C (stereo unspecified)
  .	7	.
> Cc1ccc(C2(CC(=O)O)CCOC(C)(C)C2)cc1 (stereo unspecified)
  -0.07	43	0.81
> COc1ccc(-c2c(C)nn3c(N4CCN(Cc5ccccc5)CC4)cc(C)nc23)cc1OC
  -1.1	.	-1.6
> COc1ccc(S(=O)(=O)N[C@H](C(=O)N2CC[C@@]3(O)CCCC[C@H]3C2)c2ccccc2)cc1
  -0.15	14	0.13
> O=C(c1ccccc1)c1nc2ccccc2n(CCCn2c(=O)c(C(=O)c3ccccc3)nc3ccccc32)c1=O
  2.1	8	1.9
> CCC1(c2ccccc2)NC(=O)N(CC(=O)Nc2ccc3c(c2)OCO3)C1=O (stereo unspecified)
  -0.84	.	0.43
> CC(CC(=O)NCc1ccccc1)C1CCCO1 (stereo unspecified)
  -0.26	-200	1.1
> CCOC(=O)C1=C(N)OC2=C(C(=O)CCC2)C1c1ccccc1OCC (stereo unspecified)
  -1.3	.	-0.91
> O=C(NC(Cc1ccc2c(c1)OCO2)C(=O)NC(Cc1ccccc1)C(=O)O)c1ccccc1 (stereo unspecified)
  0.86	67	0.97
> Cc1cccc(NC(=O)/C(C#N)=C\c2ccc(C(=O)O)cc2)c1
  .	-53	.
> Cc1cc(C)c(S(=O)(=O)NCc2cn3c(C)csc3n2)cc1C
  -0.61	.	-0.46
> c1cnc(NC2C3CC4CC(C3)CC2C4)nc1 (stereo unspecified)
  -1.1	33	-1
> CCc1ccc(NC(=S)N2CCCCCCC2)cc1
  .	79*	.
> O=C(COC(=O)C1=COCCO1)Nc1cccc(Oc2ccccc2)c1
  -0.55	-43	-0.79

Shown with the structure last: 2 of the compounds above
SDO1 yeast rescue Rescue 24 h | Insulin prom inh | SDO1 yeast rescue | smiles
2.1 | 8 | 1.9 | O=C(c1ccccc1)c1nc2ccccc2n(CCCn2c(=O)c(C(=O)c3ccccc3)nc3ccccc32)c1=O
-0.84 | . | 0.43 | CCC1(c2ccccc2)NC(=O)N(CC(=O)Nc2ccc3c(c2)OCO3)C1=O (stereo unspecified)

Next part:
Fields – SDO1 yeast rescue Rescue 24 h	Insulin prom inh	SDO1 yeast rescue
> O/N=C1\CCCc2nnc3c(c21)CCCC3
  -0.42	.	0.32
> COc1ccc(C(=O)CSc2nc3c(c(=O)n(C)c(=O)n3C)n2C)cc1
  .	24	.
> Cc1cc(C)nc(SC(C(=O)O)c2ccccc2)n1 (stereo unspecified)
  -1.1	11	0.47
> COc1cccc(OCC(=O)NN=C2c3ccccc3-c3ccccc32)c1
  0.98	-18	-0.5
> Cc1cc(N=Cc2c(O)ccc3cc(Br)ccc23)no1
  -0.42	-14	-0.94
> COCCn1c(=O)[nH]c(=O)c2cc(C(=O)c3cc(OC)ccc3O)cnc21
  0.23	.	0.16
> COC(=O)c1cc(OC)c(OC)cc1N=CC1=C(O)CC(C)(C)CC1=O
  1.1	21	1.6

Screens (PubChem)

Some of the compounds tested, so the mix of outcomes need not match the whole.
